Menin-MLL TR inh = menin-MLL binding inhibition, Texas Red mutant peptide; O00255; Menin + Texas Red MLL mutant peptide, fluorescence polarization; Potency, µM (doses to about 61.6 µM), inactives show at the highest dose FP activity change, negative = inhibition, actives largely listed as inhibitors; 0.23% of 270,000 active; AID 1768; active = well fitted inhibition curve with a large enough effect in the polarisation, with a control signal flat, not every such curve was filed as active; inconclusive = small, poorly fitted or top-dose-only effect, or effect the other way, or a change in a side signal; inactive = no such curve, though single readings can be large or run the other way; the % refers to the polarisation; note: potency is the fitted concentration of half-maximal effect; % of control where 0% means no effect; many of its hits are not listed in these tables
Giardia killer = Giardia lamblia killing. AID 540267. activity change, % at 7.66 µM, hits read low. 0.15% of 340,000 active. Giardia lamblia trophozoite viability; in the data active = activity change below about -80%; inconclusive = between about -30% and that limit;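 note: parasites exposed to compound for two days anaerobically before the ATP read; % is set by controls: 0 for no effect and ±100 for the full control effect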
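Media and compound were dispensed first, then trophozoites at 100 cells/well; plates sat 48 hrs at 37 deg C without oxygen before ATP luminescence reagent was added and read after 15-30 min at room temperature.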
NPC1 promoter act = NPC1 promoter activation | Huh7 NPC1 promoter luciferase reporter, 24 h | Potency, µM (doses to about 9.22 µM), without a hit: at the top dose activation, most hits filed as activators | 2.4% of 320,000 active;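 note: potency is the fitted concentration of half-maximal effect; % of control where 0% means no effect; nearly all actives have a fitted effect of over 60% in size; reporter is driven by a mutant NPC1 promoter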
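In 1536-well qHTS, Huh7 cells harboring an NPC1 promoter–luciferase construct received compound for 24 h; activation was quantified by luminescence following luciferase reagent addition.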
FLuc modulator = counter-screen for miR-21 project: firefly luciferase inhibitors or activators; purified FLuc, Km substrates, luminescence inhibition; Potency, µM (series often up to 57.5 µM), for the others: top-dose activity change, negative = inhibition, most hits filed as inhibitors; 6.9% of 360,000 active; AID 588342;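 note: potency is the fitted concentration of half-maximal effect; plate controls were vehicle for no effect and reference inhibitor for full effect; nearly all actives have a fitted effect of over 55% in size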
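Purified P. pyralis luciferase (10nM final) with 10uM D-luciferin and 10uM ATP (Km levels) in 50mM Tris acetate pH 7.5, 10mM Mg acetate, 0.01% Tween-20, 0.05% BSA; qHTS 6-point titration, ~60 µM downward; luminescence read.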
VP16 counter = inhibits Gal4-VP16 luciferase reporter, ROR gamma counter-screen; Drosophila S2 Gal4-VP16 UAS-luciferase, luminescence, 20 h; Potency, µM (top dose mostly 53.6 µM), for inactives: top-dose activity, negative = inhibition, actives largely listed as inhibitors; AID 2546; 3.5% of 310,000 active;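 note: Gal4-VP16 expression switched on by copper sulfate through the metallothionein promoter; potency is the fitted concentration of half-maximal effect; % is set by controls: 0 for no effect and ±100 for the full control effect; nearly all actives have a fitted effect of over 50% in size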
RORg inh = inhibitors of mouse ROR gamma transcriptional activity | Drosophila S2 Gal4-RORgamma UAS-luciferase reporter, 20 h | Potency, µM (titrated, usually from 53.6 µM), for inactives: top-dose activity change, negative = inhibition, usual class: inhibitors | 5.4% of 310,000 active | P51450; note: potency is the fitted concentration of half-maximal effect; % is set by controls: 0 for no effect and ±100 for the full control effect; nearly all actives have a fitted effect of over 60% in size
Target sequence (P51450 whole entry, looked up, the tested form may be a part): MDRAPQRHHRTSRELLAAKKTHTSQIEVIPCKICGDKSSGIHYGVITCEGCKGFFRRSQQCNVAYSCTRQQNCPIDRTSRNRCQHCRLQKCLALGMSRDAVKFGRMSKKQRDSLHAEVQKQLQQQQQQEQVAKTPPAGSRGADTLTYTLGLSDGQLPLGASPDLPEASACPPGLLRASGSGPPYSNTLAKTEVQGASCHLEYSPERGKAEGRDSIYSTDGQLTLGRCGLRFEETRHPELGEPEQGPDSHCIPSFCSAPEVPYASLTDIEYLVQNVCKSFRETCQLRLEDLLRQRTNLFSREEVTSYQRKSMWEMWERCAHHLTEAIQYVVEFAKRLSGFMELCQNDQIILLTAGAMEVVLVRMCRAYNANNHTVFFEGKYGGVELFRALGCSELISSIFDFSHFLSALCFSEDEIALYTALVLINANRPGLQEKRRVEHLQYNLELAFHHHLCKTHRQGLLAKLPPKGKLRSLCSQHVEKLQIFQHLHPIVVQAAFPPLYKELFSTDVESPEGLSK
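Luminescence from a UAS-regulated Photinus luciferase reporter in stably transfected Drosophila Schneider cells is measured; decreased signal marks ROR gamma inhibition. Fusion expression is induced by 700 uM copper sulfate for 20 hr.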
ELG1 genotoxic = genotoxicity induction in ELG1-luciferase HEK293T cells | 1.3% of 330,000 active | HEK293T ELG1-luciferase reporter, luminescence, 16 h | AID 504466 | Potency, µM (series often up to 46 µM), for inactives: top-dose activity change, positive = activation, most hits filed as activators; note: potency is the fitted concentration of half-maximal effect; % of control where 0% means no effect; nearly all actives have a fitted effect of over 60% in size
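Step 1: seed 2,000 HEK293T ELG1-luciferase cells per well. Step 2: add compound or DMSO, incubate 16 hr at 37 °C. Step 3: ONE-Glo, 30 min at room temperature, read luminescence.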
p53 reactivation = restores transcriptional activity of mutant p53; H1299 p53-A138V BP100-luciferase reporter, luminescence, 24 h; Potency, µM (doses to about 92.2 µM), for the others: at the top dose activity change, positive = activation, usual class: activators; 0.063% of 320,000 active; AID 504706; note: potency is the fitted concentration of half-maximal effect; % of control where 0% means no effect; nearly all actives have a fitted effect of over 45% in size
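H1299 (p53-null), stable ts p53-A138V + BP100-Luc; 1000 cells/well, Opti-MEM/10% FBS; cpd 4 pt, 1:5; 24 h, 37 deg C, 5% CO2; detection reagent 10 min RT; luminescence.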
BRCA1 expr up = activators of BRCA1 expression. MCF7-BRCA1-FFLuc reporter, luminescence, 48 h; response scale: scaled: vehicle 0%, 10 µM genistein 100%. Potency, µM (series often up to 46.1 µM), without a hit: at the top dose activation, hits mostly activators. 1.1% of 380,000 active; note: potency is the fitted concentration of half-maximal effect; nearly all actives have a fitted effect of over 80% in size; some results filed as inactive show a strong effect at the top dose
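Cells: MCF7-BRCA1-FFLuc, 2000/well. Exposure: 48 h, 37 °C, 5% CO2. Read: luminescence, 15 min post-substrate. Controls: genistein 10 microM (maximal activation), DMSO (neutral).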
PKM2 act = increases activity of human pyruvate kinase M2. purified PKM2, Kinase-Glo ATP luminescence, activation; response scale: 0% is enzyme alone, no compound. Potency, µM (titrated, usually from 57.5 µM), without a hit: at the highest dose activation, hits mostly activators. 0.34% of 260,000 active; note: potency is the fitted concentration of half-maximal effect; % is set by controls: 0 for no effect and ±100 for the full control effect; nearly all actives have a fitted effect of over 55% in size
Target sequence (P14618 whole entry, looked up): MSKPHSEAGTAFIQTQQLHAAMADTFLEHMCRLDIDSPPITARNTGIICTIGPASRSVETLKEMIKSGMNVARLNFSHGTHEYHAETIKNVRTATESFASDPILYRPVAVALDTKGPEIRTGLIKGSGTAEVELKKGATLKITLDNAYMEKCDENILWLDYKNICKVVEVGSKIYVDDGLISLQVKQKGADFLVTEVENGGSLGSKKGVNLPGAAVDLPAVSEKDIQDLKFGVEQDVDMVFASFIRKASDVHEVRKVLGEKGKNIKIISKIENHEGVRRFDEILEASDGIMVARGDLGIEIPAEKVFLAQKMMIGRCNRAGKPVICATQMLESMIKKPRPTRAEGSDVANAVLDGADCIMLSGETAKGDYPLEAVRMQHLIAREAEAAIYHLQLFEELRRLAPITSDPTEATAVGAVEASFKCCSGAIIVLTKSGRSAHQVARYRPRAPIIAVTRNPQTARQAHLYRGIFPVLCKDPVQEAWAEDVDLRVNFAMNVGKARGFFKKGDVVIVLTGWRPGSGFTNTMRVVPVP
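hPK-M2, >95% pure; 0.1 mM ADP / 0.5 mM PEP final; imidazole pH7.2 buffer w/ 7 mM MgCl2, 50 mM KCl; 1 h RT; Kinase-Glo lum. Intermediate enzyme activity for dual inhibitor/activator qHTS.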
Rab9 prom act = Rab9 promoter activation | Huh7 Rab9 promoter-luciferase reporter, luminescence, 24 h | Potency, µM (series often up to 9.22 µM), inactives show top-dose activation, negative = inhibition, usual class: activators | 2.8% of 320,000 active; note: potency is the fitted concentration of half-maximal effect; % of control where 0% means no effect; nearly all actives have a fitted effect of over 60% in size
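Steps: seed 1500 Huh7 Rab9-luc cells per well, rest 2 h at 37 °C; add compound in DMSO; incubate 24 h; add luciferase reagent, 10 min ambient; read luminescence.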
* hit, by the source's call; u = inconclusive; x = not tested or not shown; & = joins results of further samples; [ ] = dose if it differs, or a comment. Unless noted, calls come from the whole dose curve; as a rule, active = well fitted curve in the direction sought with a large enough effect; inconclusive = small, poorly fitted or top-dose-only effect, or another doubt; inactive = no such curve, though single readings can be large; an effect the other way counts as inactive or inconclusive. Some of the compounds tested; count on the stated rates, not on these rows.

SMILES	RORg inh	p53 reactivation	ELG1 genotoxic	Menin-MLL TR inh	FLuc modulator	BRCA1 expr up	PKM2 act	Rab9 prom act	Giardia killer	VP16 counter	NPC1 promoter act
COc1ccc2nc(C)c3c(c2c1)OC(C(C)(Cl)Br)C3 (configuration not stated)	5.01µM*	-4.8%	-7.3%	x	5.0%	-23.8%	1.0%	-4.8%	12.1	-23.4%	0.5%
CCOc1cc(C(N)=O)cc(Cl)c1OCc1ccccc1	13.1%	-4.0%	6.3%	0.6%	-5.6%	-36.2%	-4.1%	15.8%	0.4	-18.0%[10 µM]	-2.9%
Cc1ccc(/C=N/NC(=O)C2CCN(Cc3ccc(F)cc3Cl)CC2)o1	-6.6%	-17.3%	-2.2%	-5.1%	5.3%	-2.8%	2.0%	-1.1%	-0.4	-4.2%	-0.7%
O=C(Nc1cccnc1)c1cccc(S(=O)(=O)N2CCc3ccccc32)c1	19.2%	12.5%	-12.9%	19.7%	1.3%	-54.7%	0.3%	-8.0%	6.5	-20.4%	-5.8%
O=C(Nc1ccc(NC(=O)C2CC2)nc1)c1ccccc1F	43.1%	28.3%	u	4.1%	u	76.8%	-1.0%	u	-2.3	15.4%	u
O=C(Nc1ccc2oc(-c3ccccc3)nc2c1)c1ccc2c(c1)OCCO2	28.9%	-3.5%	-11.2%	u	5.36µM*	1.5%	-2.9%	18.0%	0.8	3.8%	0.3%
Cc1ccc2[nH]c(=O)c(CN(CC3CCCO3)C(=O)c3ccncc3)cc2c1 (configuration not stated)	-16.5%	5.7%	4.9%	-26.2%	-1.4%	10.7%	0.6%	-1.8%	6.4	4.8%	-2.5%
CC(=O)OCCC(NS(=O)(=O)OCC(Cl)(Cl)Cl)c1ccccc1 (configuration not stated)	-11.1%	7.8%	0.6%	-5.2%	0.5%	-1.1%	-0.9%	-3.1%	9.3	3.5%	-2.8%
COCCCNC(=S)NC(=O)c1ccc(C)cc1	12.6µM*	u	u	-15.0%	13.5µM*	6.31µM*	-3.7%	u	8.8	u	u
S=C(NCc1ccccc1)N1CCCCC1	u	-1.5%	-1.6%	15.2%	0.2%	0.2%	1.4%	-1.2%	0.8	13.2%	-5.3%
CCC(C)NC(=O)c1cnn2c1NC(c1ccc3c(c1)OCO3)CC2C(F)(F)F (configuration not stated)	-4.4%[10 µM]	-0.6%	-1.0%	7.3%	2.5%	-10.1%	-3.2%	-6.1%	-5.7	-2.2%	8.4%
COc1ccc(NC(=O)C2CC(=O)n3cnnc3S2)cc1 (configuration not stated)	u	-0.2%	-8.8%	-2.3%	-10.3%	-2.4%	21.4%	0.8%	-5.4	u	-0.4%
CCCC(=O)OCC(=O)NCc1ccc(Cl)cc1	-19.1%	-1.4%	-0.5%	-3.3%	-5.7%	-0.8%	x	13.4%	-1.1	6.8%	1.2%
CCOC(=O)c1c(-c2ccc(OC)cc2)csc1NC(=O)COc1ccc2c(C)cc(=O)oc2c1	-9.9%	-17.3%	1.1%	-24.3%	2.0%	-34.7%	-14.8%	-3.6%	1.9	u	-6.0%
COc1ccc(N2CCN(C(=O)c3ccc4c(c3)CCN4S(=O)(=O)c3ccccc3)CC2)cc1	34.5%	3.9%	11.6%	-1.2%	-2.6%&-11.2%	-20.3%	9.1%	-0.5%	18.4	-2.3%	-3.8%
O=C(O)c1ccc2c(c1)N(Cc1cccc(F)c1)C(=O)CS2	17.5%	-2.8%	-1.9%	-0.2%[11.7 µM]	-0.6%	1.6%	-2.8%	-6.4%	-11.9	-13.2%	5.8%
Cn1nnnc1Sc1ncnc2scc(-c3cc4ccccc4o3)c12	x	-41.8%[inhibitor]	-9.1%	x	-2.7%	-81.9%	x	-14.7%	-17.3	x	-7.8%
Cc1cc(Br)ccc1NC(=O)C(C)c1ccc([N+](=O)[O-])cc1 (configuration not stated)	u	-6.1%	-5.4%	u	4.1%	-30.3%	-6.9%	-0.2%	-3.1	-9.9%	-1.1%
O=C(NCCN1C(=O)S/C(=C\c2ccccc2Cl)C1=O)C1=COCCO1	x	21.1%	11.1%	x	0.2%	-59.6%	x	-13.9%	-22.6	x	-17.3%
C=CCOc1ccc(CNc2nccs2)cc1	-6.8%	15.3%	13.7%	-13.5%	13.5µM*	u	2.2%	25.0%	-15.8	-11.0%	1.6%
Cc1ccc(NC(=O)c2ccc(Cn3cc(Cl)cn3)o2)c(C)c1	16.8%	-11.8%	-5.7%	5.0%	-1.7%	x	0.3%	-4.0%	x	6.6%	0.0%
Cc1cc(C)c(S(=O)(=O)N2CCCCC2)c(C)c1N(C)S(=O)(=O)c1ccccc1	18.4%	-1.9%	-5.0%	u	-1.8%	-3.6%	-2.0%	-0.3%	-15.8	3.3%	-0.1%
COc1ccc(/C=C2/SC(=S)N(Cc3ccccc3)C2=O)cc1O	20.1%	-7.5%	-0.7%	u	u	77.1%	x	-1.9%	22.9	-13.1%	4.0%
OC(CNCC1COc2ccccc2O1)COCc1cccs1 (configuration not stated)	14.2%	-4.8%	2.4%	-8.0%	-0.6%	1.1%	-6.8%	-2.8%	-2.8	-2.2%	-0.8%
CN1CCN(C2CCN(Cc3ccc(O)c4ncccc34)CC2)CC1	x	u	4.7%	x	0.7%&-2.3%	-5.5%	x	-2.7%&0.3%	-1.3	x	-1.0%&0.2%
CNC(=O)c1ccsc1NC(=O)C1CCN(S(=O)(=O)c2cccs2)CC1	x	-8.6%	-4.5%	x	-0.2%	-11.1%	x	-4.2%	-28.7	x	-1.3%
COc1ccc(NC(=O)Nc2ncn(Cc3cccc(C(F)(F)F)c3)n2)cc1OC	8.8%	-11.0%	-2.6%	2.1%	4.6%	-0.6%[1.84 µM]	-0.5%	-6.9%	9.1	3.6%	-3.5%
CC(CC(=O)NCC1CCCO1)c1ccccc1 (configuration not stated)	u	1.1%	-0.1%	8.5%	0.9%	3.6%	-6.1%	7.7%	-2.8	0.8%	-1.1%
CCOC(=O)C(C)Oc1ncnc2cccc(F)c12 (configuration not stated)	0.1%	-2.3%	3.6%	-7.6%	2.2%	-9.9%	-4.5%	2.6%	-13.1	-9.1%	-2.3%
COc1ccc(CCNC(=O)C2CC(=O)N(c3ccc(C)cc3)C2)cc1OC (configuration not stated)	18.4%	0.2%	-4.8%	-0.3%	0.7%	7.4%	-9.3%	-6.3%	6.1	9.0%	-2.0%
CN1CCN(NC(=O)c2ccc(Cl)cc2Cl)CC1	-7.4%	-3.0%	-3.5%	-12.4%	-1.9%	-21.5%	-18.0%	-0.5%	-10.6	-11.2%	5.1%
CC(C)=CCC/C(C)=C/C(=O)O	0.8%	-0.7%	1.2%	x	-1.1%	33.5%	2.5%	-0.8%	-1.8	5.6%	-1.0%
Cc1c(N/C(=N/S(=O)(=O)c2ccc(F)cc2)c2ccccc2)c(=O)n(-c2ccccc2)n1C	1.5%	2.3%	-0.1%	8.8%	1.2%	-8.6%	-3.2%	4.9%	-17.4	-5.8%	-1.4%
Cc1nnc(SCC(=O)N(C)C2CCS(=O)(=O)C2)n1Cc1ccccc1 (configuration not stated)	-6.5%	4.4%	2.8%	-3.0%	-0.2%	-2.1%	0.9%	-0.4%	-10.4	-8.7%	-0.2%
CCOC(=O)c1[nH]c2ccc(OC)cc2c1NC(=O)c1nonc1C	-14.4%	-3.6%	-4.2%	u	-0.6%	-4.7%	-8.1%	0.8%	-10.0	-17.9%	-4.0%
CC(NC(=O)C1CCC1)c1ccc2c(c1)OCO2 (configuration not stated)	13.5%	4.6%	-2.5%	6.0%	3.0%[2.3 µM]	-0.1%	3.6%	0.6%	-17.0	-8.8%	-2.9%
COc1ccc(C(=O)c2cn[nH]c2-c2ccc(C)cc2O)cc1	8.2%	-1.9%	2.2%	u	4.2%	-19.1%	x	2.7%	26.7	5.6%	0.2%
CCOc1ccc(N2CC(C(=O)NCc3ccc(F)cc3)CC2=O)cc1 (configuration not stated)	3.6%	-3.7%	-0.2%	0.3%	3.4%	7.1%	-0.8%	3.0%	2.6	1.3%	-1.2%
COc1cc(Sc2ccc(C)cc2)c(OC)cc1N	-13.2%	0.5%	-0.9%	-4.0%	2.0%	-1.7%	-4.7%	4.1%	9.0	4.9%	1.6%
Cc1ccc(O)c(-c2cc(C(=O)Nc3ccc(S(=O)(=O)N4CC(C)OC(C)C4)cc3)[nH]n2)c1 (configuration not stated)	u	-7.3%	-7.7%	u	0.2%	-79.0%	1.2%	-14.7%	7.8	u	-4.1%
